# Dynein cargo inh: inhibitors of GR-EGFP nuclear translocation, primary screen, dynein cargo transport inhibitor project, imaging, high-content, 3617.4 mouse cells; 220,000 compounds, 0.47% hits; z-score, hits read low; test concentration mostly 20 µM; stimulated with dexamethasone, 1 µM; stronger effect = lower value; AID 1381, 2008;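 active = plate z-score of nuclear minus cytoplasmic receptor signal below a set negative limit, without overly bright fluorescence or cell loss, cut at about -3.5 in these data, passing the limit was not always enough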;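 note: z-score of nuclear minus cytoplasmic ring GR-EGFP intensity difference per well; some compounds called inactive have numbers as strong as hits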
#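 Medium: Induction medium lacking tetracycline, stripped serum | Probe or stimulus: 1.0 µM final dexamethasone stimulus | Schedule: 48 h induction, then 1 h compound, then 30 min agonist, 37 °C | Signal: Automated 10x imaging of fixed Hoechst-stained cells | Evaluation: Per-cell GR-EGFP intensity, nucleus versus surrounding cytoplasmic ring, well-averaged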
# PMI inhibitors: inhibitors of human PMI, primary screen, biochemical, fluorescence intensity, coupled assay (AID 1209). Mannose-6-phosphate isomerase (Homo sapiens). one-dose inhibition, % at 20 µM; IC50 in µM for titrated hits. 190,000 compounds, 0.42% hits. purified PMI enzyme, coupled fluorescence intensity; higher % means a stronger effect; in the data active = inhibition above about 50%;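 note: plate controls were DMSO vehicle for no effect and wells lacking substrate for full effect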
# TNAP activation fold: human TNAP enzyme activators, primary screen, biochemical, luminescent, no phosphate acceptor, uHTS (AID 1001). 200,000 compounds, 0.03% hits. Alkaline phosphatase, tissue-nonspecific isozyme (Homo sapiens). purified TNAP, luminescent activation assay, no phosphate acceptor; higher activation fold means a stronger effect. activation fold at 20 µM; hits with a dose series show EC50 in µM; in the data active = activation fold from about 3, or a potency from the dose series; inactive = the rest, 99 in 100 with activation fold below about 1.6; note: many of its hits are not listed in these tables
# Insulin prom up: insulin promoter activators in MIN6 cells, imaging, high-content screening, mouse beta cells | MIN6 insulin promoter-GFP reporter; stronger effect = higher value | 190,000 compounds, 0.3% hits | AID 1625, 2009 | z-score at 5 µM;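 active = z-score above 3 at 5 µM with at least 500 cells counted in the well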
# Myeloid diff 2: induction of myeloid progenitor differentiation, primary screen, cell-based, flow cytometry, MLPCN library. ER-HoxA9 myeloid progenitors, lysozyme-GFP differentiation. calls only at 10 µM. 360,000 compounds, 1% hits;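 active = normalized GFP-positive differentiation at or above the plate's own cutoff, the solvent-only control mean plus 3 SD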;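 note: cells exposed to compound for four days before flow analysis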
# T cell modulator: modulators of CD8 T cell-vesicle binding, primary screen, mouse 2C CD8+ T cells, flow cytometry | 2C CD8+ T cell-vesicle binding; stronger effect = lower value | calls only at 7 µM | 330,000 compounds, 0.068% hits;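 active = response, share of CD8 T cells binding vesicles, and their 90th percentile fluorescence all below set limits, cut at about 80% in these data, passing the limit was not always enough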
#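 Test system: purified 2C TCR transgenic mouse naive CD8+ T cells. Probe or stimulus: QL9-peptide-loaded Drosophila micro-vesicles bearing Ld, ICAM-1 and B7-1. Incubation: binding step 1.5 h, 37 °C, antibody labelling 20 min, ice. Measured by: flow cytometry of vesicle-bound cells.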
# Lipid droplet: inhibitors of hepatocyte lipid droplet formation, primary screen, imaging, high-throughput imaging, BODIPY stain; 240,000 compounds, 0.4% hits; AML12 mouse hepatocytes, oleate lipid droplets; inhibition, % at 6.5 µM; AID 1656, 2009;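 active = lipid droplet intensity inhibited by at least 50%, with more than 500 cells counted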
#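 Material: mouse AML12 hepatocyte cell line, fixed after treatment; Timing: compound with oleate, overnight; Technique: high-content imaging of BODIPY-stained droplets and DAPI nuclei; Probe or stimulus: oleate, 100 µM final; Dosing: compound at 6.5 µM only.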
# MT stabilize HCS: microtubule stabilizers in HeLa cells, primary screen, imaging, high-content imaging; 200,000 compounds, 0.83% hits; HeLa tubulin immunostaining HCS, 24 h; share of cells brighter than vehicle mean+2SD; % tubulin-high responders, % at 10 µM;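 active = plate Z-score above 3 for both tubulin-high and condensed-nucleus cell shares, with cell loss under 80%, at 10 µM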;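 note: anti alpha tubulin signal scored within the nucleus-defined area of each cell; some results filed as inactive read as strong as hits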
# b-catenin transl: modulators of beta-catenin nuclear translocation, primary screen, imaging, HeLa cells, immunofluorescence, high-content. nuclear translocation activity, % at 5 µM. 190,000 compounds, 0.3% hits;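 active = nuclear translocation activity above 50% at 5 µM, with a well cell count of 50 or more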;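 note: per-cell ratio of nuclear to cytoplasmic median beta-catenin stain intensity; plate controls were DMSO negative control for no effect and GSK-3 inhibitor IX positive control for full effect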
#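 Assay system: human HeLa cells, native beta-catenin; doses: 5 µM primary, 0.02–20 µM confirmation; incubation: compound treatment 24 h, 37°C, 5% CO2; technique: fluorescence imaging of beta-catenin antibody stain plus DAPI; measure: % activation, nuclear-to-cytoplasmic median beta-catenin signal ratio per cell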
# Dynein cargo inh cytoplasmic EGFP: also measured in Dynein cargo inh; calls as there; z-score; measured here: cytoplasmic GR-EGFP intensity; stronger effect = higher value
# Dynein cargo inh nuclear GR-EGFP: second read-out of Dynein cargo inh, no call of its own (marks repeat the call); z-score; measured here: nuclear GR-EGFP intensity;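 lower value marks the stronger effect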
# Dynein cargo inh cell count: second read-out of Dynein cargo inh, no call of its own (marks repeat the call); z-score; measured here: cell count per field
# Insulin prom up cell count: further read-out of Insulin prom up, marked with its call; cell count; measured here: cytotoxicity, nuclei count;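 total cells summed across four imaged fields per well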
# Lipid droplet cells 6.5 µM: recorded beside Lipid droplet, whose call it bears; cell count; measured here: cell count, cytotoxicity flag;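 cells counted across two imaged fields per well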
# b-catenin transl cell count 5 µM: also measured in b-catenin transl; calls as there; cell count; measured here: cell count, cytotoxicity flag
# T cell modulator vesicle-bound %: recorded beside T cell modulator, whose call it bears; double positive events, %; measured here: CD8+ vesicle-bound cell fraction;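 binding gate set so that unloaded-vesicle control wells show 10% double positive cells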
# MT stabilize HCS Hoechst-high %: further read-out of MT stabilize HCS, marked with its call; % Hoechst-high responders; measured here: nuclear condensation Hoechst responders;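 share of cells brighter than vehicle mean plus two SD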
# MT stabilize HCS cytotoxicity %: recorded beside MT stabilize HCS, whose call it bears; toxicity, %; measured here: cytotoxicity by cell density;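 0% = mean cell density of plate MIN control wells and 100% = no cells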
# Myeloid diff 2 GFP+ MAC1+ %: recorded beside Myeloid diff 2, whose call it bears; GFP+ MAC1+ double positive, %; measured here: differentiation confirmed by MAC1 staining
# * marks the source's active call; other numbers are inactive results; i = inactive; · = not tested or not shown; + = active, no number.
SMILES,Dynein cargo inh,Dynein cargo inh cytoplasmic EGFP,Dynein cargo inh nuclear GR-EGFP,Dynein cargo inh cell count,PMI inhibitors,TNAP activation fold,Insulin prom up,Insulin prom up cell count,Myeloid diff 2,Myeloid diff 2 GFP+ MAC1+ %,T cell modulator,T cell modulator vesicle-bound %,Lipid droplet,Lipid droplet cells 6.5 µM,MT stabilize HCS,MT stabilize HCS Hoechst-high %,MT stabilize HCS cytotoxicity %,b-catenin transl,b-catenin transl cell count 5 µM
CC1(C)[C@@H](O)CC[C@]2(C)C3C(O)C=C4[C@H]5C[C@@](C)(CO)CC[C@]5(C)CC[C@]4(C)[C@]3(C)CC[C@@H]12 (stereo partly drawn),-0.7,-0.23,-0.22,0.37,·,·,0.52,992,i,2.0,i,58,-18,750,·,·,·,-2.8,1302
COc1ccc(-n2c(C)n[nH]c2=O)cc1,-0.3,0.15,-0.25,-0.64,-1%,1.1,·,·,i,1.0,i,23,·,·,2.2,1.5,4.8,·,·
COc1ccc2nc(SCC(=O)Nc3nonc3C)[nH]c2c1,0.74,-0.2,0.67,0.26,6%,1.1,-0.36,1507,i,0.4,i,28,18,699,2.7,0.6,7.0,-1.4,1107
COC(=O)CSc1nc(-c2cccs2)ccc1C#N,0.39,-0.21,0.26,-0.92,-38%,1,0.2,1073,i,5.2,i,35,·,·,4.8,1.4,6.1,0.8,1172
CSCCC(NC(=O)c1c(C)oc2c1CCCC2)C(=O)O (stereo not drawn),-0.16,-0.23,0.38,0.89,6%,1.1,-0.33,961,i,0.6,i,11,4,666,2.8,3.5,13,-4.2,1200
O=C(NCC(F)(F)F)Nc1ccccn1,-0.39,-0.044,0.083,0.19,-3%,1.1,0.16,879,i,0.9,i,40,15,775,1.0,0.7,4.8,·,·
C#CCOCCOCCOCCNc1nc(N2CCN(C(=O)[C@H](CCCCN)n3cc([C@@H](N)CO)nn3)CC2)nc(N2CCN(C(=O)[C@H](Cc3ccc(O)cc3)n3cc([C@@H](N)CC(C)C)nn3)CC2)n1,0.97,-0.21,0.79,0.018,-26%,1,0.11,1287,i,1.1,i,42,0,724,2.8,0.8,7.4,3.8,933
O=c1[nH]cnc(O)c1C(c1cccc([N+](=O)[O-])c1)c1c(O)nc[nH]c1=O,-0.79,-0.22,-0.6,0.69,·,·,0.37,1349,i,0.5,i,44,·,·,·,·,·,1.6,1338
COc1ccc(CCC(=O)NNC(=S)NCc2ccc(F)cc2)cc1,-0.75,-0.13,-0.81,0.84,-2%,1.4,0.16,1540,i,0.2,i,51,-9,725,2.0,1.7,10,1.0,1512
Cc1ccc(-c2nnc(N)o2)cc1,0.38,-0.28,-0.18,-0.23,4%,1.1,-0.16,1304,i,0.3,i,9,-5,705,3.2,1.6,6.2,·,·
COC(=O)c1ccc(Oc2cc(C)nc(SC)n2)cc1,-0.3,-0.25,-0.21,0.44,3%,1.1,-2.2,1049,·,·,i,5,-62,553,51*,33*,38*,7.5,1135
CCOC(=O)N1CCN(C(=O)/C(=C/c2cccc3ccccc23)NC(=O)c2ccc(OC)cc2)CC1,-0.053,0.068,-0.26,-0.098,23%,1.1,-0.47,1856,i,0.8,·,·,-19,629,3.1,2.5,10,-1.1,1109
CC(C)(C)NC(=O)C(c1ccncc1)N(C(=O)Cn1nnc(-c2ccc(F)cc2)n1)c1ccc(F)cc1 (stereo not drawn),-0.74,-0.13,-0.54,0.64,·,1,0.66,1111,i,0.0,i,56,4,700,3.0,3.2,5.4,-0.5,1527
COc1ccc2oc(=O)c(-c3nc4ccccc4o3)cc2c1,-0.11,-0.25,-0.025,0.39,-6%,1,-0.16,1006,i,0.4,i,14,12,722,2.0,0.4,28,-0.6,1128
Cc1c(NC(=O)CN2CCN(c3ccc(F)cc3)CC2)c(=O)n(-c2ccccc2)n1C,0.088,-0.26,0.038,0.68,1%,1.1,0.29,1499,i,0.3,i,36,21,720,1.1,0.9,0.9,-0.1,1514
CN(C)CC(C)(C)CNC(=O)CC1C(=O)NCCN1Cc1ccc(-c2ccccc2)cc1 (stereo not drawn),-0.57,-0.27,-0.022,0.47,2%,1.1,·,·,i,0.3,i,31,-7,775,2.1,0.6,4.1,0.9,1068
Cc1ccc(S(=O)(=O)NC(=O)Nc2ncc3c(n2)CC(c2ccco2)CC3=O)cc1 (stereo not drawn),1.6,-0.18,0.82,-0.91,5%,1.1,-0.2,1422,i,0.1,i,45,-17,499,2.3,2.6,4.3,0.0,1088
O=C(O)c1cccc(CN2C(=O)S/C(=C/c3ccccc3[N+](=O)[O-])C2=O)c1,0.24,-0.13,0.15,-0.042,·,·,-0.52,1089,i,0.3,i,32,2,679,·,·,·,0.3,1296
O=c1cc(O)c2sc(Nc3cccc(C(F)(F)F)c3)nc2[nH]1,0.28,-0.31,0.37,-0.36,52%*,1.1,0.16,1248,i,1.1,i,29,2,656,4.8,3.5,5.6,-2.6,460
CCOC(=O)N1CCN(C(=O)Cn2ncc3c2-c2ccccc2OC3)CC1,4.4,0.57,3,-1.7,-10%,1,0.27,861,i,4.1,i,14,·,·,9.3,2.4,7.9,-1.2,1136
COc1ccc(N2C(=O)/C(=C/N(C)C)NC2=S)cc1,-0.61,-0.31,-0.23,0.87,6%,1.1,0.41,1362,i,0.4,i,39,2,682,5.0,2.2,2.3,-1.3,1109
Cc1cc(SCn2nnc3ccccc3c2=O)nc2ccccc12,0.61,-0.099,0.73,-0.83,23%,1.2,-0.15,1305,i,0.0,i,43,13,685,7.0,3.0,12,1.1,887
Cc1nn(-c2ccccc2)c(Cl)c1C1C(C#N)=C(N)Oc2c1c(C)nn2-c1ccccc1 (stereo not drawn),-1.1,-0.13,-1.2,-0.27,5%,1,-0.21,1491,i,0.8,i,11,·,·,2.0,1.5,3.6,-1.1,1459
O=[N+]([O-])c1ccc(-c2ccc(/C=N/Nc3nc(N4CCCCC4)nc(N4CCCCC4)n3)o2)cc1,-7.3,34,0.23,1.3,-1%,0.9,·,·,+,12*,·,·,4,758,4.9,1.5,5.3,-2.1,1059

# Marked active in PMI inhibitors, among the entries above:
SMILES,Dynein cargo inh,Dynein cargo inh cytoplasmic EGFP,Dynein cargo inh nuclear GR-EGFP,Dynein cargo inh cell count,PMI inhibitors,TNAP activation fold,Myeloid diff 2 GFP+ MAC1+ %,T cell modulator,T cell modulator vesicle-bound %,MT stabilize HCS Hoechst-high %
O=c1cc(O)c2sc(Nc3cccc(C(F)(F)F)c3)nc2[nH]1,0.28,-0.31,0.37,-0.36,52%*,1.1,1.1,i,29,3.5

# Going on with the list:
SMILES,Dynein cargo inh,Dynein cargo inh cytoplasmic EGFP,Dynein cargo inh nuclear GR-EGFP,Dynein cargo inh cell count,PMI inhibitors,TNAP activation fold,Insulin prom up,Insulin prom up cell count,Myeloid diff 2,Myeloid diff 2 GFP+ MAC1+ %,T cell modulator,T cell modulator vesicle-bound %,Lipid droplet,Lipid droplet cells 6.5 µM,MT stabilize HCS,MT stabilize HCS Hoechst-high %,MT stabilize HCS cytotoxicity %,b-catenin transl,b-catenin transl cell count 5 µM
C/C(NC(=O)c1ccccc1F)=C1\C(=O)C[C@@H]2[C@H]1C2(C)C,-1.2,0.42,-0.35,-0.036,3%,1.1,0.21,1336,i,2.7,i,7,·,·,2.9,1.6,7.8,2.4,1191
O=C(Nc1ccccc1)ON=C1c2ccccc2-c2ccccc21,-0.091,-0.14,-0.23,0.53,15%,1.1,-0.05,1577,·,·,i,13,·,·,2.3,2.2,2.7,0.9,1356
N#CCCN(Cc1cccs1)C(=O)Nc1ccccc1,-0.26,-0.25,0.18,0.79,·,·,-0.16,1053,i,0.3,i,22,35,697,·,·,·,-0.4,1363
CO/N=C/c1ccc(N2CCOCC2)c([N+](=O)[O-])c1,-0.57,-0.34,-0.14,0.39,-13%,1.1,0.83,1352,i,0.0,i,46,-7,661,5.1,2.8,6.3,-0.9,893
CCS(=O)(=O)c1ccc2oc(=O)c(/C=C(\O)c3ccc(Cl)cc3)nc2c1,-0.37,1.8,-0.032,0.52,10%,0.9,-0.39,1050,i,0.4,i,55,7,702,1.7,1.3,0.8,-2.4,1031
CN(CCC#N)C(=O)CC(Cc1ccccc1)C1CCOC(C)(C)C1 (stereo not drawn),0.14,-0.095,0.063,0.93,·,·,0.14,1120,i,0.2,i,56,1,697,·,·,·,-1.4,1274
O=C(O)Cc1c(C(=O)O)nnn1-c1cccc(C(F)(F)F)c1,-0.68,-0.24,-0.36,0.79,-3%,1.1,·,·,i,0.9,i,48,-4,726,5.4,1.7,5.3,0.0,1003
CC(=O)N1CCc2cc(S(=O)(=O)NC(Cc3ccccc3)C(=O)NCCN3CCCCC3C)ccc21 (stereo not drawn),0.78,0.063,0.74,-0.21,-15%,1,-0.53,1157,i,0.5,i,5,-2,686,3.0,1.9,7.8,-0.7,1092
